M5 PAM = human M5 muscarinic receptor positive allosteric modulators, primary screen, CHO-K1 cells, Fluo-8 calcium fluorescence; CHO-K1 hM5, ACh EC20 PAM; 0% = ACh EC20, 100% = ACh EC100; activation, % at 3 µM; actives 0.3% (n = 360,000);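 active means activation above the run cutoff, the mean activation of all test compounds plus 3 SD, cut at about 18% in these data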
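Probe or stimulus: acetylcholine, EC20 level; Assay system: human M5 receptor in CHO-K1 cells; Schedule: compound preincubation 140 s before EC20 acetylcholine addition; Technique: intracellular calcium via Fluo-8 fluorescence; Dosing: single-point, 3 µM nominal; Read-out basis: percent activation from peak-over-basal fluorescence ratio, scaled EC20-to-EC100 acetylcholine; Repeats: one well per compound, no replicates.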
CHO-K1 Ca PAM = nonselective calcium activators in parental CHO-K1 cells, primary screen, counter-screen for M1 PAM project, cell-based, Fluo-8 calcium fluorescence, full deck, 1536-well; ATP EC20; 0% at ATP EC20, 100% at ATP max; AID 602247, 2012; actives 0.02% (n = 360,000); activation, % at 3 µM;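 active means activation above the run cutoff, the mean activation of all test compounds plus 3 SD, cut at about 40% in these data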;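 further: peak over basal fluorescence ratio in a 140 s read after ATP addition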
TAAR1 ag = human TAAR1 agonists, primary screen, Fluo-8 calcium fluorescence, CHO RD-HGA16 cells; vehicle wells 0%, saturating PEA agonist 100%; activation, % at 3 µM; actives 0.99% (n = 360,000); AID 624467, 2012;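 active means activation above the mean activation of all test compounds in the run plus 3 SD, cut at about 38% in these data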
Target sequence (Q96RJ0 whole entry, looked up): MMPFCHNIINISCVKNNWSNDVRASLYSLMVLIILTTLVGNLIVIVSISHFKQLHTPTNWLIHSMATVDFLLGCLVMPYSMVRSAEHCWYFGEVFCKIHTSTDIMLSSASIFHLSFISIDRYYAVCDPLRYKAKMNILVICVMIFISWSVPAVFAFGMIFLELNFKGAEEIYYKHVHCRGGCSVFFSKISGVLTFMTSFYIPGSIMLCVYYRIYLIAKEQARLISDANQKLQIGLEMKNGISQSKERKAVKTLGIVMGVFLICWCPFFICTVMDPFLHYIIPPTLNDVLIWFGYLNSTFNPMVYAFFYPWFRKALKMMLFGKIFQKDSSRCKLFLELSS
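System: CHO-derived RD-HGA16 cells with stable Gα16 and human TAAR1. Times: 17-24 h plating, Fluo-8 75 min 37 °C, 30 min RT. Measured by: calcium-sensitive Fluo-8 signal, excitation 470-495, emission 515-575 nm. Read-out basis: % activation relative to PEA EC100 response. Control set: DMSO and PEA EC100. Repeats: no replicates (n 1).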
CRFBP-R2 agonist = agonists of CRF-BP/CRF-R2 complex, primary screen, cell-based, HEK293, calcium dye fluorescence, uHTS. CRF-binding protein / CRF receptor 2 complex (human). calcium dye fluorescence (FLIPR); percent of saturating CRF peptide response. activation, % at 13.2 µM. actives 0.46% (n = 350,000). AID 588473, 2011;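 active means activation of at least 50%, plus an integration ratio under a set limit after plate pattern correction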;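 further: plate controls were neutral control wells without compound for no effect and CRF at EC100 for full effect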
TAAR1 antagonist = human TAAR1 antagonists, primary screen, Fluo-8 calcium fluorescence, CHO RD-HGA16 cells; actives 1.5% (n = 360,000); antagonist; inhibition, % at 3 µM;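 active means inhibition above a per-plate cutoff, the mean inhibition of test compounds on that plate plus 3 SD, cut at about 49% in these data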;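 further: 0% = DMSO plus EC80 beta-PEA response and 100% = DMSO alone without agonist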
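Test system: hTAAR1-expressing CHO RD-HGA16 cells, Gα16-coupled; Probe or stimulus: EC80 β-phenethylamine stimulus; Compound dosing: single nominal final test compound concentration of 3 µM; Timing: 140 s kinetic read after compound, 140 s after agonist; Signal: Fluo-8 calcium-sensitive fluorescence; Measure: % inhibition of agonist calcium response; Controls: DMSO and EC80 PEA controls.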
CHRM5 antagonist = human M5 muscarinic receptor antagonists, primary screen, CHO cells, Fluo-8 calcium fluorescence; CHO-hM5 cells, ACh EC80; inhibition, % at 3 µM; actives 0.59% (n = 360,000);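 active means inhibition above a per-plate cutoff, the mean of that plate's test compounds plus 3 SD, cut at about 27% in these data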;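 further: 0% = acetylcholine EC80 with DMSO and 100% = DMSO without agonist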
CHRM4 PAM = human M4 muscarinic receptor positive allosteric modulators, primary screen, CHO-K1 cells, Fluo-8 calcium fluorescence; Muscarinic acetylcholine receptor M4 (Homo sapiens), P08173; CHO-K1 hM4/Gqi5, ACh EC20; 0% = ACh EC20, 100% = maximal ACh; activation, % at 3 µM; actives 0.4% (n = 360,000); AID 624126, 2012;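 active means activation above its plate's cutoff, the mean activation of sample wells plus 3 SD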; further: some results filed as inactive read as strong as hits
Target sequence (P08173 whole entry, looked up): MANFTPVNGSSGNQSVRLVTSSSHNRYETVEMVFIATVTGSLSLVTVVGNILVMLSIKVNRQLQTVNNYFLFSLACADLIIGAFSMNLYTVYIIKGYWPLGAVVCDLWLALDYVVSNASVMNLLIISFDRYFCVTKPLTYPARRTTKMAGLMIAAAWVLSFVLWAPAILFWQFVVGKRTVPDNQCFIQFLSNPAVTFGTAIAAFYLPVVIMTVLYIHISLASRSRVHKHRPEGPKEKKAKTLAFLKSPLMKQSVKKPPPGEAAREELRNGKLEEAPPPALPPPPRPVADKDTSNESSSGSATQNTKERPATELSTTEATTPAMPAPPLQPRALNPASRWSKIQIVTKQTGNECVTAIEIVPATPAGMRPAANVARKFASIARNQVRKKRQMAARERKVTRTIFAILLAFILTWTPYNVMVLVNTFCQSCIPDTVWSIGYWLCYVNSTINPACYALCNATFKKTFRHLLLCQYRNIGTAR
M5 ag = human M5 muscarinic receptor agonists, primary screen, CHO-K1 cells, Fluo-8 calcium fluorescence. Muscarinic acetylcholine receptor M5 (Homo sapiens), P08912. CHO-K1 hM5 cells; 0% DMSO wells, 100% maximal acetylcholine response. activation, % at 3 µM. actives 0.19% (n = 360,000). AID 624037, 2012;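 active means activation above the run's mean over test compounds plus 3 SD, cut at about 23% in these data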;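 further: signal is peak over basal fluorescence ratio across the kinetic read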
CRFR2-BP antag = antagonists of CRF-BP/CRF-R2 complex, primary screen, cell-based, HEK293, calcium dye fluorescence, uHTS; inhibition, % at 11.8 µM; actives 0.59% (n = 350,000); AID 588475, 2011; CRF-induced calcium fluorescence;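 active means inhibition of the ligand-induced calcium signal above about 50% at the single tested concentration, limit read from the data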
Starred values were filed as active, the others as inactive; . = not tested or not shown.

Sequence of screens – M5 PAM	CHO-K1 Ca PAM	TAAR1 ag	CRFBP-R2 agonist	TAAR1 antagonist	CHRM5 antagonist	CHRM4 PAM	M5 ag	CRFR2-BP antag
Cc1ccc(S(=O)(=O)N(NC2=NS(=O)(=O)c3ccccc32)C(=O)c2ccccc2)cc1
    7	21	0	-0.4	-2	2	9	-1	-5
CN(C)C=NC(=O)/C(C#N)=C/c1ccccc1
    -4	-13	2	11	-25	-1	-1	-2	-29
Cc1ccc(OCC(=O)Nc2ccccc2N2CCCC2)c(C)c1
    -3	10	1	-0.2	-5	-5	0	-4	-33
CCOC(=O)c1cc(-c2ccccc2)sc1NC(=O)COC(=O)c1cccc(S(N)(=O)=O)c1
    -4	4	1	1.6	5	-4	-2	-3	14
O=C(O)Cc1ccc(NC(=O)C2CCCCC2C(=O)O)cc1 (stereo not drawn)
    4	14	1	-1.0	-22	-5	-3	-6	-10
COc1ccccc1C(=O)N/C(=C\c1cn(C)c2ccccc12)C(=O)NCCN1CCOCC1
    1	0	4	-1.1	7	-11	-1	0	3
Nc1nc(-c2ccco2)nn1S(=O)(=O)c1ccccc1
    4	-11	0	5.9	-16	5	2	0	5
N=C1SC(c2ccccc2)C(=O)N1c1ncc(Cc2ccccc2)s1 (stereo not drawn)
    -6	6	3	4.5	11	6	-7	-2	32
CN(C)S(=O)(=O)c1cc(NC(=O)CN2CCN(c3ccccc3O)CC2)ccc1Cl
    -4	1	8	-1.1	-26	12	-1	4	1
CC(C)S(=O)(=O)c1csc(C(=O)Nc2ccc(F)cc2)c1N
    2	14	0	-0.4	9	-8	-3	-2	-3
O=C(O)c1c(Cl)c(Cl)c(Cl)c(Cl)c1C(=O)N1CCOCC1
    -1	10	10	-1.1	-8	-1	4	0	0
Clc1cccc(Cl)c1-c1nnc2cccc(Cl)n12
    3	-9	0	0.1	3	-13	2	1	-4
O=C(OCc1ccccc1)N1CCC2CC1c1cc(N3CCOCC3)ccc12 (stereo not drawn)
    -5	5	-2	0.1	8	10	-4	3	2
CC(=O)c1c(-c2ccccc2)c2cc(Cl)ccc2[nH]c1=O
    1	5	14	0.1	2	10	5	-1	-14
O=c1cc(O)c2c(=O)n(-c3ccccc3)c3c(c2o1)CCCCC3
    3	26	2	-0.6	2	-3	-3	3	30
CCc1ccc(-c2cc(C)no2)cc1S(=O)(=O)N1CCN(c2cc(C)ccc2C)CC1
    -2	14	1	3.1	-12	9	-5	-3	-4
Cc1cc(C(=O)CCl)c(C)n1-c1cccc([N+](=O)[O-])c1
    -2	-1	0	-5.4	29	10	-6	-10	14
CCNc1nc2nonc2nc1NCC
    0	12	-1	-0.6	-4	0	5	0	-5
CCCCCCCc1ccc(-c2ccc(O)cc2)nc1
    2	3	2	2.5	-14	-1	0	0	10
FC(F)(F)c1cc(-c2ccccc2)nc(-n2cncn2)n1
    -5	15	6	0.3	-1	1	-2	2	12

4 compounds out of the list, ordered by molecular weight, lowest first.
Sequence of screens – M5 PAM	CHO-K1 Ca PAM	TAAR1 ag	CRFBP-R2 agonist	TAAR1 antagonist	CHRM5 antagonist	CHRM4 PAM	M5 ag	CRFR2-BP antag
FC(F)(F)c1cc(-c2ccccc2)nc(-n2cncn2)n1
    -5	15	6	0.3	-1	1	-2	2	12
Cc1ccc(OCC(=O)Nc2ccccc2N2CCCC2)c(C)c1
    -3	10	1	-0.2	-5	-5	0	-4	-33
CC(C)S(=O)(=O)c1csc(C(=O)Nc2ccc(F)cc2)c1N
    2	14	0	-0.4	9	-8	-3	-2	-3
O=C(O)c1c(Cl)c(Cl)c(Cl)c(Cl)c1C(=O)N1CCOCC1
    -1	10	10	-1.1	-8	-1	4	0	0

(further entries)
Sequence of screens – M5 PAM	CHO-K1 Ca PAM	TAAR1 ag	CRFBP-R2 agonist	TAAR1 antagonist	CHRM5 antagonist	CHRM4 PAM	M5 ag	CRFR2-BP antag
Cc1cccc(-n2cnc3cc(C(=O)N4CCCCC4)ccc32)c1
    -1	11	3	-0.4	4	4	6	0	11
CC(C(=O)OCC(=O)Nc1ccccc1OC(F)F)N1C(=O)C2CC=CCC2C1=O (stereo not drawn)
    -2	14	6	-1.2	-23	5	11	0	-6
Cc1c(NC(=O)/C(C#N)=C/c2c(N3CCCCC3)nc3ccccn3c2=O)c(=O)n(-c2ccccc2)n1C
    -3	0	0	-0.5	-11	3	-3	2	-7
O=C(Nc1ccccc1)c1ccccc1OS(=O)(=O)c1ccccc1
    13	9	-1	-4.2	-1	-9	-3	1	-11
COc1ccc(OC)c(NS(=O)(=O)c2ccc(NC(=O)c3ccc(NS(C)(=O)=O)cc3)cc2)c1
    3	11	2	0.3	12	-2	0	-1	-9
COc1cc(C(C(=O)NC2CCCCC2)N(C(=O)Cc2c[nH]c3ccccc23)c2ccccc2C)cc(OC)c1OC (stereo not drawn)
    -5	17	-1	-0.6	-39	14	5	1	10
Cc1cc(NC(=O)CSCC(=O)N2CCN(c3cccc(C)c3C)CC2)no1
    9	5	0	-0.4	-29	-10	4	1	3
O=C(Oc1cc2oc(=O)c3c(c2cc1Cl)CCCC3)c1ccco1
    3	19	7	2.6	17	0	-6	-8	-43
CC(CN1CCCC1)OC(=O)c1ccc(F)cc1 (stereo not drawn)
    -3	13	0	-0.3	8	5	-2	-4	-2
O=C(NCc1ccco1)C1CCCN1C(=O)Nc1ccccc1 (stereo not drawn)
    11	17	3	-0.8	-4	1	1	-1	-5
COc1cc(NC(=O)Cn2nc(-c3ccc(F)cc3)ccc2=O)ccc1-n1cnnn1
    5	19	9	0.8	9	5	-6	-4	13
COc1ccc(C(=O)n2cc(C(=O)c3cc(C)ccc3O)cn2)cc1OC
    -8	6	3	-2.1	-10	12	-7	-1	-17
N#CC1(NC(=O)CN2C(=O)NC3(CCCCCC3)C2=O)CCCCC1
    -3	-4	15	-0.5	-19	15	-1	3	-6
Cc1nc2ccccc2c(=O)n1-c1ccc(NS(=O)(=O)c2ccc(F)cc2)cc1
    -7	0	7	-1.9	-12	1	-3	4	7
CC1(C)CC(=O)C(N=Nc2ccc(C(F)(F)F)cc2[N+](=O)[O-])=C(O)C1
    0	5	-2	-3.5	-22	3	-4	-10	0
CC(OC(=O)CCc1cc(C(C)(C)C)c(O)c(C(C)(C)C)c1)C(=O)NC1CC1 (stereo not drawn)
    5	9	5	-2.6	-15	3	-3	-4	2
O=C(N/N=C/c1c(F)cccc1Cl)C(=O)N1CCCCCC1
    -3	10	0	-0.9	-13	10	13	-5	1
S=c1[nH]nc(C2CCCCC2)n1/N=C/c1cccc(Cl)c1Cl
    -5	11	7	-2.4	-8	9	-6	-4	-29
Cc1ccc(-c2nnc(CCC(=O)N(C)Cc3nccs3)o2)s1
    1	26	1	-0.8	10	-4	6	-1	21
CC(C)C[C@@H](COCc1ccc(Cl)cc1)N1CCN(C(=O)c2ccc(C(F)(F)F)cc2)CCC1=O
    -6	2	0	.	1	2	3	-1	.
COc1ccc(-c2nn(-c3ccccc3)cc2CNC(C)Cn2cncn2)c(F)c1 (stereo not drawn)
    -2	8	3	-3.0	1	6	1	-1	-5
CC(=O)N1CCC(=NNc2nc3ccccc3[nH]2)CC1
    0	0	0	-3.3	11	5	6	-4	-30
CSc1ncccc1C(=O)N1CCCC(N2CCN(c3ccccc3F)CC2)C1 (stereo not drawn)
    -4	-2	4	-1.2	-7	18	2	-5	-5
COc1ccc(CCNC(=O)CCCn2c(=O)c3cccn3c3cccnc32)c(OC)c1
    -2	-4	3	2.6	-1	19	-4	-5	-11
CCN(CC)CCCNC(=O)C1c2ccccc2Oc2ccccc21
    -35	18	10	1.9	4	28*	-12	-12	-18
CC1(C)Cc2c(sc(NC(=O)C(C)(C)C)c2C#N)C(C)(C)N1
    -2	7	10	-0.8	7	-4	5	-4	9
CN(CC(=O)Nc1ccccc1Cl)CC(=O)N1CCc2ccccc21
    -4	15	0	-1.6	12	6	7	-1	-3
COc1ccc(S(=O)(=O)NC2(C(F)(F)F)NC(=O)N(CCc3ccc(OC)c(OC)c3)C2=O)cc1 (stereo not drawn)
    3	-6	4	14	7	4	1	-2	2
CCCn1cc(CN2CCC(n3nccc3NC(=O)c3ccccc3)CC2)c(C)n1
    -2	-15	1	-0.6	1	0	3	-6	5
Cc1ccc(OCC(=O)N(Cc2ccc(N(C)C)cc2)C2CCS(=O)(=O)C2)cc1C (stereo not drawn)
    -1	-5	3	-0.5	-15	5	-6	3	-13
COc1ccc(CN(C)C(=O)Cc2c[nH]c3ccccc23)cc1
    -5	0	7	-1.1	-17	7	1	-1	12
O=C(Nc1ccc(SC(F)F)cc1)C1=CC=CN2CCS(=O)(=O)N=C12
    -3	-4	7	-0.2	10	13	6	3	-4
CCOCCCNS(=O)(=O)c1ccccc1
    -3	22	3	-5.2	9	0	15	-3	1
Cc1cc(NC(=O)c2cccc(S(=O)(=O)N3CCOCC3)c2)no1
    -7	2	7	-2.0	-12	0	5	1	1
Cc1ccc(NC(=O)COC(=O)Cn2cnc3c2c(=O)n(C)c(=O)n3C)c(Cl)c1
    -5	1	5	-0.4	2	5	-2	-1	-4
CNC(=S)NNC(=O)Cn1ccc(C)n1
    -3	8	8	1.9	-1	-1	-2	0	-21
O=C(c1ccccc1)N1CCCCC(Sc2nnc3ccccn23)C1=O (stereo not drawn)
    5	5	1	0.2	1	-10	2	-2	-1
CCOC(=O)c1nn(-c2ccccc2)c(-c2ccccc2)c1C(=O)c1ccccc1
    3	10	4	-0.2	24	-10	14	-1	9
CSc1nc2ncnc(N)c2[nH]1
    13	-2	1	0.3	5	-7	1	3	-16
O=C(COC(=O)Cc1ccc(Br)cc1)NC1CCCCCC1
    2	10	0	-0.8	9	-1	1	-1	22
O=C(OCc1cn(Cc2ccccc2)nn1)c1ccccc1
    5	-1	0	-3.2	14	6	5	1	4
COc1cc(CN(C)Cc2cc(=O)oc3cc(C)c(Cl)cc23)ccc1OC(F)F
    -2	21	3	0.5	-1	3	-10	-4	13
CO/N=C/NC(=O)N1OC[C@@H]2COc3ccc4ccccc4c3[C@@H]21
    0	13	1	-0.2	5	3	8	0	-2
